# MEKK2 WT-MEK5 – raises or lowers MEK5 binding to wildtype human MEKK2 PB1 domain; bead flow cytometry, Alexa488-MEK5 binding to MEKK2 WT; actives lie on both sides; binding response (% of control), % at 10 µM; 290,000 compounds, 1.1% hits; AID 1531; in the data active means binding response below about 67% or above about 130%
# DNA FID counter – fluorescent intercalator displacement, NS3 helicase counter-screen. 290,000 compounds, 0.17% hits. AID 1845. inhibition, % at 7.9 µM. DNA fluorescent intercalator displacement, fluorescence; in the data active means inhibition above about 37%;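 further: 0% = vehicle and 100% = reference compound; higher means more ethidium bromide displaced from hairpin DNA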
# VIM-2 inhibitor – inhibitors of Pseudomonas aeruginosa VIM-2 metallo-beta-lactamase; AID 1527; inhibition, % at 5.6 µM; 290,000 compounds, 0.89% hits; purified VIM-2, nitrocefin hydrolysis, epi-absorbance fluorescence;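 active means inhibition above the mean of all tested compounds plus 3 SD, cutoff set per screening run, cut at about 7.5% in these data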;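 further: red hydrolysis product quenches plate fluorescence so inhibitors raise well fluorescence; 0% = enzyme with DMSO and 100% = DMSO without enzyme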
# MEKK2 mut-MEK5 – signal of MEK5 binding to mutant human MEKK2 PB1 domain | AID 1530 | 290,000 compounds, 0.35% hits | percent response, % at 10 µM | bead flow cytometry, Alexa488-MEK5 binding to MEKK2 mutant; in the data active means percent response above about 24%, passing the limit was not always enough; further: inactives centre near 1; some results filed as inactive read as strong as hits
# IMP-1 inhibitor – inhibitors of Pseudomonas aeruginosa IMP-1 metallo-beta-lactamase | 290,000 compounds, 0.45% hits | inhibition, % at 5.6 µM | purified IMP-1, nitrocefin hydrolysis, epi-absorbance fluorescence;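 active means inhibition above the mean plus 3 SD of all compounds in the same screening run, cut at about 4.5% in these data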;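 further: 0% = IMP-1 with DMSO and 100% = DMSO wells lacking enzyme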
#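 system = purified recombinant IMP-1 beta-lactamase | amount = 0.2 nM IMP-1, as dispensed | medium = HEPES buffer pH 7.1 with ZnSO4 and Brij 35 | times = 25 °C, 15 min preincubation, 25 min reaction | detection = plate fluorescence quenching by hydrolysis product, ex 480/em 530 nm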
# NS3 helicase inh – blocks Hepatitis C virus NS3 helicase unwinding. 290,000 compounds, 0.56% hits. AID 1800. NS3 helicase DNA unwinding, Cy5 molecular beacon fluorescence. inhibition, % at 10.9 µM;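 active means inhibition above the mean of all tested compounds plus 3 SD, set per campaign, cut at about 35% in these data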;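 further: 0% = DMSO wells and 100% = thioflavine S control wells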
#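 System: HCV NS3 helicase fragment; control set: DMSO and thioflavine S; technique: Cy5 fluorescence at 0 and 60 min, beacon hairpin quenching; reagent: beacon DNA duplex substrate plus ATP; replicates: singlicate; schedule: 1 h reaction at 25 °C, ATP-initiated; medium: MOPS buffer pH 6.5 with MgCl2, DTT, Tween20, BSA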
# NALP1 inh – blocks the NALP1 inflammasome reconstituted in yeast. S. cerevisiae NALP1/ASC/caspase-1 growth, X-gal OD620, 72 h. inhibition, % at 10 µM. 280,000 compounds, 0.61% hits. AID 2071; in the data active means inhibition mostly above about 24%, no sharp cut-off; inactive means mostly below about 32%; further: some compounds called inactive have numbers as strong as hits
# UBC9 SUMO inh – inhibitors of human SUMOylation (UBC9); HTRF SUMOylation assay, SAE1/SAE2 + UBC9, in vitro; inhibition, % at 35 µM; 290,000 compounds, 0.36% hits; AID 2006; in the data active means inhibition above about 50%, passing the limit was not always enough; further: strong numbers were not always called active
# Target sequence (P63279 whole entry, looked up): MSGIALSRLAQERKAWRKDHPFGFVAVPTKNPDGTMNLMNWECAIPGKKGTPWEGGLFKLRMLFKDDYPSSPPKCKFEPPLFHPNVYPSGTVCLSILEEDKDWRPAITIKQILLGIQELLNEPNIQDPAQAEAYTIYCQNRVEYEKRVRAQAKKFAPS
# PfM18AAP inh – blocks P. falciparum M18 aspartyl aminopeptidase. recombinant PfM18AAP, H-Glu-NHMec fluorogenic cleavage. inhibition, % at 7.35 µM. 290,000 compounds, 1.2% hits. AID 1822;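 active means inhibition above the campaign mean inhibition over all tested compounds plus 3 SD, cut at about 28% in these data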;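 further: 0% = plate median of test compound wells and 100% = 2 mM ZnCl2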
# Starred values were filed as active, the others as inactive; . = not tested or not shown. Rows were taken by chance, and some 4.7% of all compounds hit somewhere here.
SMILES,MEKK2 WT-MEK5,DNA FID counter,VIM-2 inhibitor,MEKK2 mut-MEK5,IMP-1 inhibitor,NS3 helicase inh,NALP1 inh,UBC9 SUMO inh,PfM18AAP inh
CCC(C)(C)C(=O)Nc1cc([N+](=O)[O-])ccc1Cl,92,5,-3.0,-1,-2.8,-4,14,1,1
O=C(NCc1ccncc1)c1ccc(NS(=O)(=O)c2ccccc2)cc1,103,-6,-3.7,5,-1.7,2,-3,8,4
Cc1ccc(O)c(NC(=O)c2cc(-c3ccccc3Cl)on2)c1,113,2,-2.1,4,-3.7,3,26,16,-6
NS(=O)(=O)c1ccc(NC(=S)NC2CC2)cc1,95,-1,-3.2,-5,-2.8,3,-4,-15,32*
c1csc(-c2nnc3ccccn23)c1,94,-1,1.7,-1,-0.8,-12,12,16,-13
CCOC(=O)c1ccc(Oc2c(C)oc3c(CN4CCN(C)CC4)c(O)ccc3c2=O)cc1,110,8,-1.6,7,-1.6,-7,3,44,5
Nc1cc2nn(-c3ccccc3)nc2cc1Cl,92,-4,7.3,-9,1.8,20,8,78*,5
COc1cc(S(=O)(=O)NCc2ccccn2)ccc1Cl,99,-2,0.0,-1,-1.6,-3,8,11,1
O=Cc1ccc(-c2ccccc2OC(F)(F)F)o1,110,-7,-1.8,4,-4.2,-3,-4,11,1
COc1ccc(Cn2cc(F)c(=O)n(CCC(C)C)c2=O)cc1[N+](=O)[O-],.,3,-1.0,.,-1.9,4,30,-3,-8
CC1=NN(c2ccccc2)C(=O)C1C(=O)c1cc([N+](=O)[O-])cc([N+](=O)[O-])c1 (stereo not drawn),98,-6,-2.9,-6,-1.5,10,3,4,4
O=Cc1ccccc1OS(=O)(=O)c1ccccc1,98,3,-0.1,-2,-0.7,3,22,0,3
CCN(CC(=O)NCc1ccc(Cl)cc1)C(=O)C(C)Sc1ccccc1 (stereo not drawn),102,-33,0.6,2,-0.1,-5,15,3,-17
Cc1ccc(NC(=O)C(=O)NCC2CCCO2)cc1 (stereo not drawn),100,-2,-3.0,2,-3.5,5,-4,-6,-7
O=C(CSc1nnc(-c2ccc(C(F)(F)F)cn2)s1)c1ccccc1,98,2,-0.8,1,-3.5,-6,5,13,-3
NS(=O)(=O)c1ccc(N2N=C(c3ccccc3)CC2c2ccc(F)cc2)cc1 (stereo not drawn),.,-9,-2.0,.,-2.0,-13,25,41,5
Cc1ccc(CN(Cc2cccnc2)C(=S)Nc2cccc(Cl)c2C)cc1,94,-9,-1.9,-3,-2.5,-9,7,-6,-8
CN(C)S(=O)(=O)c1cc(NC(=O)COC(=O)CCSc2ccc(Cl)cc2)ccc1Cl,115,-5,-2.6,4,0.2,7,30,-5,-6
CCOC(=O)/C=C/C(=O)Nc1nccs1,115,-3,-2.2,12,-2.0,-9,46*,6,-9
CC(C)c1ccc(OCC(=O)NCc2ccco2)cc1,108,-7,-2.0,10,-1.2,-2,21,4,-8
Cc1ccc(NC(=O)CCn2c(=O)[nH]c3ccsc3c2=O)cc1C,100,-11,-0.1,3,-2.7,2,9,-10,-2
Cc1cccc(-n2nnc(C(=O)NC3CCCc4ccccc43)c2N)c1 (stereo not drawn),102,-28,-3.3,2,-1.1,-14,7,17,8
O=C(NCCc1ccccc1)C1CCN(C(=O)c2ccc([N+](=O)[O-])cc2)CC1,88,-8,2.3,-8,-1.2,-6,-6,2,0
O=C(Cn1cnc2c(nnn2Cc2ccc(F)cc2)c1=O)OCc1ccccc1,109,0,-4.1,4,-5.8,0,10,6,4
Cc1ccc(C(=O)OCC(=O)N(C)C2CCS(=O)(=O)C2)cc1[N+](=O)[O-] (stereo not drawn),83,0,-2.0,-12,0.8,-8,12,2,0
CCCS(=O)(=O)Nc1cccc(-c2ccc3nnc(C)n3n2)c1,86,1,0.5,-11,-2.9,4,-11,22,1
COc1ccc(Cn2c(=O)cc(N)n(-c3ccccc3C)c2=O)cc1,103,-6,-4.5,0,-3.1,-8,-2,-6,-2
COc1ccc(N2CCN(C(=O)NCc3ccc(OC)c(Cl)c3)CC2)cc1,102,-6,-1.3,-1,-0.7,-11,-14,7,2
COCCCNc1nc2ccccc2nc1NS(=O)(=O)c1ccc(F)cc1,104,-31,1.7,2,-1.3,5,12,5,-7
CCN1CCN(c2nc(C)c3c(n2)CCCC3=O)CC1,87,-1,0.7,-8,-0.1,9,-2,-1,1
Cc1sc2c(c1C)c(=O)n(-c1cccc(C(F)(F)F)c1)c(=O)n2CC(=O)NCc1ccco1,104,-3,-1.7,0,0.7,2,12,28,-1
N/C(=N\OC(=O)c1ccc([N+](=O)[O-])cc1)c1ccc(Br)cc1,105,0,-0.7,4,-0.6,-2,14,13,-7
CSCCC(NS(=O)(=O)c1ccc(C)c(C(=O)O)c1)C(=O)O (stereo not drawn),82,5,-0.2,-10,-2.6,-1,20,-2,-13
CCOC(=O)c1[nH]ncc1[C@@H]1C[C@H]2CN(Cc3cccc(Cl)c3)C(=O)[C@]23CCCN13,99,-3,-1.3,-2,-2.9,-3,.,2,1
CCOC(=O)C1CCCN(c2c(NCCc3ccc(C)cc3)c(=O)c2=O)C1 (stereo not drawn),106,-9,-0.9,11,-0.9,-13,7,12,-13
O=C(Cn1c(=O)cnc2ccccc21)Nc1ccccc1N1CCOCC1,91,-18,1.5,3,2.7,11,-4,-9,7
COc1ccccc1C(=O)N/C(=C\c1ccc2c(c1)OCO2)C(=O)NCCc1nc2ccccc2[nH]1,94,-7,-3.6,-2,-3.3,-12,28,8,0
CC(=O)c1nn(-c2cccc(Br)c2)cc1C(=O)c1ccco1,95,-3,0.5,-4,-4.5,8,12,6,7
CCN(Cc1ccncc1)C(=O)C(CO)c1ccccc1 (stereo not drawn),109,-1,-2.5,5,-1.5,7,8,5,10
O=S(=O)(N/N=C1\CC(c2ccccc2)Oc2ccccc21)c1ccccc1 (stereo not drawn),99,-9,-3.1,2,-1.6,1,-5,-22,7
COc1ccc(/C=N/NC(=O)c2ccc(COc3ccccc3Cl)o2)c(OC)c1C,98,-4,-3.6,-2,-1.0,-10,14,48,-2
O=C1/C(=C/c2ccccc2F)SC(=S)N1CCC(=O)N1CCCCC1CCO (stereo not drawn),108,-45,-1.3,0,-1.8,-8,1,.,5
COc1cc(NC(=O)c2cc([N+](=O)[O-])ccc2NC(=O)CN2CCN(c3ccccn3)CC2)cc(OC)c1,89,-16,0.1,-8,0.2,-15,2,-20,7
O=C(NCc1ccccc1F)C1CCCN(C(=O)Nc2ccc(F)cc2)C1 (stereo not drawn),98,-9,-0.8,-4,-2.8,-3,24,0,-2
COc1ccc(NC2CCCN(C(=O)c3ccc4nccnc4c3)C2)cc1OC (stereo not drawn),107,-10,-0.4,6,-2.6,3,-14,0,7
O=C1OCCC1Sc1nc2ccccc2c(=O)n1-c1ccc(F)cc1 (stereo not drawn),.,-8,0.9,.,-2.4,6,-11,10,-17
CCCCCC(=O)Nc1ccccc1N1CCOCC1,103,-1,-0.8,-1,-2.6,2,30,18,-3
COC(=O)COc1ccc(Oc2nc(SC)nc(N(C)C)n2)nn1,107,-7,0.6,0,0.0,-2,-4,9,-1
Fc1ccc(Oc2ccc3nnc(C(F)(F)F)n3n2)cc1,88,0,-0.1,-11,-0.3,-12,-6,-2,-7
Cc1c(N=Cc2ccc(-c3ccc(Cl)cc3)o2)c(=O)n(-c2ccccc2)n1C,106,-3,-1.6,8,-3.3,9,-34,-10,-4

# 3 neighbouring compounds already listed, for reference:
SMILES,MEKK2 WT-MEK5,DNA FID counter,VIM-2 inhibitor,MEKK2 mut-MEK5,IMP-1 inhibitor,NS3 helicase inh,NALP1 inh,UBC9 SUMO inh,PfM18AAP inh
COC(=O)COc1ccc(Oc2nc(SC)nc(N(C)C)n2)nn1,107,-7,0.6,0,0.0,-2,-4,9,-1
Fc1ccc(Oc2ccc3nnc(C(F)(F)F)n3n2)cc1,88,0,-0.1,-11,-0.3,-12,-6,-2,-7
Cc1c(N=Cc2ccc(-c3ccc(Cl)cc3)o2)c(=O)n(-c2ccccc2)n1C,106,-3,-1.6,8,-3.3,9,-34,-10,-4

# (listing goes on)
SMILES,MEKK2 WT-MEK5,DNA FID counter,VIM-2 inhibitor,MEKK2 mut-MEK5,IMP-1 inhibitor,NS3 helicase inh,NALP1 inh,UBC9 SUMO inh,PfM18AAP inh
Cc1ccccc1C(=O)N1CCC(C(=O)NCCc2ccc(S(N)(=O)=O)cc2)CC1,106,-14,-3.9,3,-3.6,2,-4,-4,2
CCCN1C(=O)C(NC(C)=O)c2cc(OC)ccc21 (stereo not drawn),102,-5,-1.9,0,-4.1,4,6,24,-16
COc1ccc(C(C(=O)NC2CCCC2)N(C(=O)CNC(=O)c2ccco2)c2cccnc2)cc1 (stereo not drawn),99,-20,-4.5,4,-2.5,5,-5,-2,3
CCCOc1ccc(Cl)cc1CN1CCOCC1,99,-1,-1.1,9,0.1,0,.,4,-3
Cc1cc2ncn(S(=O)(=O)N3CCOCC3)c2cc1C,106,-8,0.0,3,4.5*,10,24,3,-6
O=C(NC(=S)Nc1ccccn1)c1cncc(Br)c1,102,0,-1.6,-1,-5.3,9,0,3,7

# Grouped by structure: the entries above containing an aryl methoxy group (10)
SMILES,MEKK2 WT-MEK5,DNA FID counter,VIM-2 inhibitor,MEKK2 mut-MEK5,IMP-1 inhibitor,NS3 helicase inh,NALP1 inh,UBC9 SUMO inh,PfM18AAP inh
COc1cc(S(=O)(=O)NCc2ccccn2)ccc1Cl,99,-2,0.0,-1,-1.6,-3,8,11,1
COc1ccc(Cn2cc(F)c(=O)n(CCC(C)C)c2=O)cc1[N+](=O)[O-],.,3,-1.0,.,-1.9,4,30,-3,-8
COc1ccc(Cn2c(=O)cc(N)n(-c3ccccc3C)c2=O)cc1,103,-6,-4.5,0,-3.1,-8,-2,-6,-2
COc1ccc(N2CCN(C(=O)NCc3ccc(OC)c(Cl)c3)CC2)cc1,102,-6,-1.3,-1,-0.7,-11,-14,7,2
COc1ccccc1C(=O)N/C(=C\c1ccc2c(c1)OCO2)C(=O)NCCc1nc2ccccc2[nH]1,94,-7,-3.6,-2,-3.3,-12,28,8,0
COc1ccc(/C=N/NC(=O)c2ccc(COc3ccccc3Cl)o2)c(OC)c1C,98,-4,-3.6,-2,-1.0,-10,14,48,-2
COc1cc(NC(=O)c2cc([N+](=O)[O-])ccc2NC(=O)CN2CCN(c3ccccn3)CC2)cc(OC)c1,89,-16,0.1,-8,0.2,-15,2,-20,7
COc1ccc(NC2CCCN(C(=O)c3ccc4nccnc4c3)C2)cc1OC (stereo not drawn),107,-10,-0.4,6,-2.6,3,-14,0,7
CCCN1C(=O)C(NC(C)=O)c2cc(OC)ccc21 (stereo not drawn),102,-5,-1.9,0,-4.1,4,6,24,-16
COc1ccc(C(C(=O)NC2CCCC2)N(C(=O)CNC(=O)c2ccco2)c2cccnc2)cc1 (stereo not drawn),99,-20,-4.5,4,-2.5,5,-5,-2,3

# From PubChem BioAssay
